# NR1D1 modulator: modulators of Rev-erb alpha DNA binding, primary screen, biochemical, FITC-DNA, fluorescence polarization, uHTS | Nuclear receptor subfamily 1 group D member 1 (Homo sapiens), P20393 | Rev-erbα–FITC-DNA binding, 90 min | activity, % at 10 µM | hit rate 0.79% among 370,000 | AID 1259318, 2017;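 active = activity above about 14%, limit read from the data; passing the limit was not always enough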;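 note: 0% = DMSO wells with 35 nM protein and 100% = DMSO wells with 750 nM protein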
# PLCg1 inh: PLC-gamma1 enzyme inhibitors, primary screen, biochemical, fluorescence, purified enzyme | 1-phosphatidylinositol 4,5-bisphosphate phosphodiesterase gamma-1 (Homo sapiens), P19174 | fluorogenic substrate | inhibition, % at 12.2 µM | AID 720700, 2013 | hit rate 0.84% among 370,000; in the data active = inhibition above about 9.5%
# DAX1 inh-1: DAX1 (NR0B1) inhibitors, primary screen, cell-based, HEK293, Gal4-DAX1, luciferase luminescence. HEK293 Gal4-DAX1 luciferase reporter. AID 504766, 2011. Nuclear receptor subfamily 0 group B member 1 (Homo sapiens), P51843. inhibition, % at 6.75 µM. hit rate 0.99% among 340,000;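 active = inhibition above the mean over all tested compounds plus 3 SD, cut at about 4.2% in these data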;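 note: 0% = DAX1-transfected cells with DMSO and 100% = empty-vector control cells with DMSO; inhibition shows as a rise in luminescence from relieved DAX1 repression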
# Target sequence (P51843 207-470 limits assumed): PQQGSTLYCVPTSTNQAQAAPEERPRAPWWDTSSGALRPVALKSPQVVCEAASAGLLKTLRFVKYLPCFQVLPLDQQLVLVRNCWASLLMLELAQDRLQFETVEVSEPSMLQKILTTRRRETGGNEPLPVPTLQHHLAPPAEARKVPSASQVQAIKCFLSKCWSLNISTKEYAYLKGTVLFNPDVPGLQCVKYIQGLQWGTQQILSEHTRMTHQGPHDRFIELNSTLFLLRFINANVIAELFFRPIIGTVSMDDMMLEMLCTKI
# DAX1 inh-2: DAX1 (NR0B1) inhibitors on StAR promoter, primary screen, cell-based, luminescence, SF-1 (NR5A1), full-length DAX-1; HEK293T StAR-luciferase reporter, SF-1/DAX-1 repression relief; inhibition, % at 6.8 µM; hit rate 1.1% among 370,000; AID 652010, 2013;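 active = inhibition above the mean over all tested compounds plus 3 SD, cut at about 3.6% in these data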;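 note: 0% = DAX-1 cells with DMSO and 100% = cells lacking DAX-1 with DMSO; higher inhibition means more luminescence from relief of DAX-1 repression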
# ssDAF-12 act: S. stercoralis DAF-12 nuclear receptor activators, primary screen, cell-based, luminescence, HEK293, GRIP1 co-expression, lit1-tk-luc; Nuclear hormone receptor DAF-12 (Strongyloides stercoralis); HEK293 ssDAF-12/GRIP1 lit1-tk-luc reporter; % of 3 µM dafachronic acid response; activation, % at 6.8 µM; hit rate 1% among 370,000;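 active = activation above the mean over all tested compounds plus 3 SD, cut at about 0.9% in these data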;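 note: 0% = DMSO-only wells and 100% = 3 µM delta7-dafachronic acid wells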
# hcDAF-12 act: H. contortus DAF-12 nuclear receptor activators, primary screen, cell-based, luminescence, HEK293, lit1-tk-luc reporter; activation, % at 6.8 µM; HEK293 hcDAF-12 lit1-tk-luc reporter; 0% DMSO, 100% Δ7-dafachronic acid; hit rate 1.4% among 370,000;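 active = activation above the mean of all tested compounds plus 3 SD, cut at about 5.5% in these data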;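 note: 100% = response to 3 µM Δ7-dafachronic acid high control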
# hgDAF12 agonist: H. glycines DAF-12 receptor agonists, primary screen, cell-based, luminescence, HEK293, GAL4 fusion, UAS-luciferase | activation, % at 6.8 µM | Nuclear hormone receptor DAF-12 (Heterodera glycines), GAL4 fusion | HEK293 GAL4-hgDAF12 UAS-luciferase reporter, agonist luminescence; normalized to butyrate control | hit rate 1.8% among 370,000;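 active = activation above a cutoff set at the mean of all screened compounds plus 3 SD, cut at about 10% in these data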;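 note: 0% = DMSO wells and 100% = sodium butyrate wells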
# ADAM17 inh: ADAM17 inhibitors, primary screen, biochemical, QFRET | inhibition, % at 6.95 µM | recombinant ADAM17, EDANS/DABCYL FRET peptide cleavage | Disintegrin and metalloproteinase domain-containing protein 17 (Homo sapiens), P78536 | AID 720648, 2013 | hit rate 0.83% among 370,000;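 active = inhibition above the mean of compounds lying between control limits plus 3 SD, set per campaign, cut at about 8.5% in these data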;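 note: 0% = DMSO-only wells as the low control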
# Target sequence (P78536 215-824 limits assumed): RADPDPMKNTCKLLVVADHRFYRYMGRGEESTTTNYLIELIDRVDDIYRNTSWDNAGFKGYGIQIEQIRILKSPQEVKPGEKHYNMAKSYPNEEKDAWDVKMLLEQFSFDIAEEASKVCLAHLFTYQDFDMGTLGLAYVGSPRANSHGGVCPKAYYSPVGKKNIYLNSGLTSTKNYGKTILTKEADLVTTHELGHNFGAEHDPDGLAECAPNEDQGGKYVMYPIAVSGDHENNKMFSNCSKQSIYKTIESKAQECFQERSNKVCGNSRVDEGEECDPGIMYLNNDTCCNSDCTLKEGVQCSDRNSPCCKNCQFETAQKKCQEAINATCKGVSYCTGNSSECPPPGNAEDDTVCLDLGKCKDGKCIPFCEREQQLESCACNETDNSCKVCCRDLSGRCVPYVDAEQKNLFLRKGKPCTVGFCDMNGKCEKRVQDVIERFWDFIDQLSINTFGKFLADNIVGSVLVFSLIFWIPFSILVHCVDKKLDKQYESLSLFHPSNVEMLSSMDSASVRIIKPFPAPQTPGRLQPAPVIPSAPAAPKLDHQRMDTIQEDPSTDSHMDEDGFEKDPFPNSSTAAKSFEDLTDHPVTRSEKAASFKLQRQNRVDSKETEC
# PLC-beta3 inh: human PLC-beta3 inhibitors, primary screen, biochemical, fluorescence; 1-phosphatidylinositol 4,5-bisphosphate phosphodiesterase beta-3 (Homo sapiens), Q01970; Purified PLC-beta3, fluorogenic substrate; inhibition, % at 12.2 µM; hit rate 0.18% among 370,000; in the data active = inhibition above about 11%;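 note: 0% = median of compound wells on plate and 100% = full blocker control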
# SMARCA2 activ: SMARCA2 (BRM) function activators, primary screen, cell-based, luminescence, high throughput; activation, % at 9.1 µM; AID 652017, 2013; hit rate 1% among 370,000; MG213 cells, MMTV-luciferase reporter, dexamethasone, overnight; in the data active = activation above about 7.8%;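 note: 0% = vehicle wells and 100% = reference activator wells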
# MBD2 DNA inh: inhibitors of MBD2 binding to methylated DNA, primary screen, biochemical, TR-FRET, DNA-binding domain, human; Methyl-CpG-binding domain protein 2 (Homo sapiens), Q9UBB5; MBD2 binding to methylated oligonucleotide; inhibition, % at 4.4 µM; hit rate 0.31% among 370,000; in the data active = inhibition above about 13%
# * = called active by the depositor; i = inactive; nt = no result given.
# Start of the data: the first 8 entries (preview)
SMILES,NR1D1 modulator,PLCg1 inh,DAX1 inh-1,DAX1 inh-2,ssDAF-12 act,hcDAF-12 act,hgDAF12 agonist,ADAM17 inh,PLC-beta3 inh,SMARCA2 activ,MBD2 DNA inh
COc1cc2c(cc1OC)C(C)N(C(=O)Cn1ncc3c1-c1cc(C)ccc1OC3)CC2 (centres undefined),-1.2,3.2,-2.8,-2.1,-1.8,-3.1,-0.3,5.5,4.5,-2.5,-2.9
Cc1ccc2nc(SCCC#N)nc(C)c2c1,-0.2,0.0,-0.6,0.1,-1.1,-1.3,1.0,-1.2,-1.2,1.4,-4.0
COc1ccc(CCNC(=O)C2CC(O)CN2S(=O)(=O)c2ccc(Cl)cc2)cc1OC (centres undefined),-6.3,1.5,0.0,0.8,0.2,-2.4,0.2,-3.7,-0.5,-4.0,0.2
c1ccc(CN2CCN(CCN3CCn4c3nc3ccccc34)CC2)cc1,-1.9,2.4,-0.2,-0.4,-1.0,0.3,-1.2,-3.5,4.0,-0.4,-4.4
COc1cccc(C(=O)NCC(=O)N2CCC3(CC2)NCCc2[nH]cnc23)c1,-5.4,8.3,0.6,0.6,-0.9,3.0,3.3,-1.5,2.3,-3.7,6.5
CCc1cccc(NC(=O)c2cc(S(=O)(=O)N3CCCCC3)ccc2N2CCOCC2)c1,-8.2,1.6,1.7,-0.7,-1.5,-1.2,2.4,0.0,2.3,-0.5,1.8
O=C(NCc1ccccc1)C(C1CC1)n1c(Cc2cc(F)cc(F)c2)nc2ccccc21 (centres undefined),-6.7,0.4,nt,0.2,-0.3,-0.6,-1.0,-1.8,0.3,-3.3,-2.0
Cc1ccc(SCc2cc(=O)[nH]c(N3CCOCC3)n2)cc1,-1.5,1.4,0.0,0.4,-0.8,-2.0,1.0,-2.4,4.6,-1.0,-1.7

# Main list, from the start:
SMILES,NR1D1 modulator,PLCg1 inh,DAX1 inh-1,DAX1 inh-2,ssDAF-12 act,hcDAF-12 act,hgDAF12 agonist,ADAM17 inh,PLC-beta3 inh,SMARCA2 activ,MBD2 DNA inh
COc1cc2c(cc1OC)C(C)N(C(=O)Cn1ncc3c1-c1cc(C)ccc1OC3)CC2 (centres undefined),-1.2,3.2,-2.8,-2.1,-1.8,-3.1,-0.3,5.5,4.5,-2.5,-2.9
Cc1ccc2nc(SCCC#N)nc(C)c2c1,-0.2,0.0,-0.6,0.1,-1.1,-1.3,1.0,-1.2,-1.2,1.4,-4.0
COc1ccc(CCNC(=O)C2CC(O)CN2S(=O)(=O)c2ccc(Cl)cc2)cc1OC (centres undefined),-6.3,1.5,0.0,0.8,0.2,-2.4,0.2,-3.7,-0.5,-4.0,0.2
c1ccc(CN2CCN(CCN3CCn4c3nc3ccccc34)CC2)cc1,-1.9,2.4,-0.2,-0.4,-1.0,0.3,-1.2,-3.5,4.0,-0.4,-4.4
COc1cccc(C(=O)NCC(=O)N2CCC3(CC2)NCCc2[nH]cnc23)c1,-5.4,8.3,0.6,0.6,-0.9,3.0,3.3,-1.5,2.3,-3.7,6.5
CCc1cccc(NC(=O)c2cc(S(=O)(=O)N3CCCCC3)ccc2N2CCOCC2)c1,-8.2,1.6,1.7,-0.7,-1.5,-1.2,2.4,0.0,2.3,-0.5,1.8
O=C(NCc1ccccc1)C(C1CC1)n1c(Cc2cc(F)cc(F)c2)nc2ccccc21 (centres undefined),-6.7,0.4,nt,0.2,-0.3,-0.6,-1.0,-1.8,0.3,-3.3,-2.0
Cc1ccc(SCc2cc(=O)[nH]c(N3CCOCC3)n2)cc1,-1.5,1.4,0.0,0.4,-0.8,-2.0,1.0,-2.4,4.6,-1.0,-1.7
O=C(CN1CCN(c2ccccc2)CC1)N1N=CCC1c1ccccc1 (centres undefined),-3.2,6.2,0.2,0.0,-1.4,-1.6,0.6,6.3,4.0,-0.5,-0.9
COCC1CCCCN1Cc1cn[nH]c1-c1ccc(OC)cc1OC (centres undefined),-4.3,1.6,0.2,-0.5,-1.6,-0.8,0.6,-4.0,-6.5,-1.6,0.9
Cc1ccc(/C=N/N2CCN(Cc3ccccc3)CC2)s1,-1.5,2.1,1.9,0.5,-0.7,2.2,2.8,3.0,2.6,-0.8,-0.7
COc1c(C)cccc1C(=O)Nc1ccc(CN2CCOCC2)cc1,0.3,8.4,3.8,3.5,-0.6,6.0*,6.9,2.9,1.5,4.0,-1.6
CCCCCn1c(SCCCC)nc2c1c(=O)[nH]c(=O)n2C,5.1,2.4,3.7,-0.2,-0.8,-1.2,0.5,-0.1,4.0,0.9,-6.2
CCCCNC(=S)N(C)/N=C/c1ccc(F)cc1,3.5,-1.4,-0.5,-0.5,-0.4,-3.1,1.0,4.0,-2.5,-1.6,-1.0
COC(=O)[C@]1(CC(C)C)N[C@H](c2ccc(-c3cccc(Cl)c3)cc2)[C@@H]2C(=O)N(C)C(=O)[C@@H]21,-5.4,3.0,0.0,0.8,-0.4,-0.5,1.1,5.7,3.2,-0.9,-0.5
COc1ccc(/C=N/NC(=O)c2c(C)nc3ccccn23)cc1[N+](=O)[O-],-3.2,1.0,-0.2,-0.5,-1.8,-1.8,0.9,4.7,-6.6,0.7,-2.0
O=C(Nc1cccc(-c2nc3ccccc3[nH]2)c1)c1ccc(C(=O)Nc2cccc(-c3nc4ccccc4[nH]3)c2)cc1,-6.1,-13.0,1.2,0.1,-0.5,4.5,1.4,-12.0,-29.1,4.3,3.1
Cc1ccc(NC(=O)CN2C(=O)NC(C)(c3ccc(Cl)cc3)C2=O)cc1 (centres undefined),-5.2,3.3,-0.1,-0.8,-0.3,-0.2,0.1,2.6,0.2,-3.0,9.2
C=CCn1c(SCn2nnc3ccccc3c2=O)nnc1-c1ccc(Br)cc1,1.9,3.2,0.9,0.4,-1.5,1.1,0.7,0.9,-2.8,0.9,-1.6
CCCC1=C(C(=O)OCC)C(c2cccs2)n2ncnc2N1 (centres undefined),0.5,-0.2,-1.7,0.1,-1.1,-0.8,-1.4,-3.3,-7.2,-3.7,3.7
COc1ccc(NC(=O)c2cc([N+](=O)[O-])ccc2N2CCCC2)cc1S(N)(=O)=O,6.6,0.0,0.1,-1.3,-1.1,0.1,-0.8,2.0,-1.9,2.0,-3.6
COC(=O)[C@]12C[C@H](CC(=O)NCc3ccccc3)C(=O)N(Cc3ccc(Cl)cc3Cl)C1=C[C@H](C1CCCC1)O[C@@H]2C,-0.1,-1.2,nt,-1.6,-1.0,-0.7,-0.8,-3.7,1.8,-2.8,-1.4
Cn1c(=O)oc2cc(S(=O)(=O)NCCC(=O)Nc3ccc4c(c3)OCCO4)ccc21,-3.8,-0.4,1.0,-1.5,-2.3,-3.0,-5.8,-3.2,0.7,-4.5,2.0
CCN(Cc1ccccc1)C(c1ccccn1)c1nnnn1C1CCCCC1 (centres undefined),-1.1,0.3,1.7,0.3,-0.6,-1.2,-1.3,-1.6,3.3,-2.2,-0.4
COc1ccc(C2=NOC(C(=O)Nc3cc(C)on3)C2)cc1OC (centres undefined),2.1,4.3,1.6,-0.5,-0.5,-2.0,-1.4,-0.2,-8.8,-1.0,9.6
Cc1ccc(S(=O)(=O)N2CCOCC2)cc1C(=O)OCC(=O)NCc1ccccc1,-1.0,5.1,0.8,-1.1,-0.8,-0.1,-0.2,1.6,-2.3,1.8,-2.0
CCOC(=O)c1c(NC(=O)CSc2nnc(CNc3ccc(Cl)cc3)o2)sc(C)c1C,4.1,-1.8,-0.3,-0.7,-0.9,1.8,-0.7,0.5,2.8,-1.4,-2.1
COc1ccccc1-c1coc2c(CN3CCC(C)CC3)c(O)ccc2c1=O,3.7,i,0.4,0.1,-0.9,3.9,2.2,i,i,-1.5,-0.4
Cc1ccc2c(c1)CCCN2C(=O)c1cc(C)c(C)s1,9.3,-2.0,-1.3,0.3,-0.6,-0.1,0.4,2.7,-11.8,-0.5,-0.4
COC(=O)[C@]12C[C@H](CC(=O)N3CCC(c4ccccc4)CC3)C(=O)N(Cc3ccc4c(c3)OCO4)C1=C[C@H](C(C)C)O[C@@H]2C1CC1,9.0,1.7,nt,0.4,-0.9,2.5,-0.9,-3.0,4.9,-1.3,-4.5
CCCNC(=O)C1(C)CCN(C(=O)c2ccc(F)c(Cl)c2)C1 (centres undefined),-4.4,0.9,nt,-0.6,-1.4,-0.3,0.2,-3.0,-2.3,-1.6,-3.1
COc1cc2c(O)c3c(c(-c4ccc5c(c4)OCO5)c2cc1OC)C(=O)OC3,-2.5,-201.3,-0.8,6.6*,-1.6,-2.0,-5.8,-10.2,-221.4,2.0,-1.9
CN(C)S(=O)(=O)Nc1ccc(Br)cc1F,-10.1,7.6,-0.1,0.1,-0.4,-0.9,0.3,4.5,1.8,-5.0,-0.7
O=C(Nc1cc2c(cc1Br)OCCO2)c1ccc(=O)[nH]c1,-6.7,-4.1,0.6,3.2,-0.7,0.8,1.7,-2.8,0.3,-0.3,6.1
O=C(c1cccs1)N1N=C(c2ccccc2)CC1c1ccccc1 (centres undefined),22.0,-15.2,-1.2,-1.5,-0.9,0.7,-1.1,-4.8,-14.4,-1.5,-5.7
COc1ccc(-c2c(-c3cc(OC)cc(OC)c3)n(C)c3ccc(-c4ccc5c(c4)OCCO5)cc23)cc1,4.4,-4.4,-0.7,-0.1,-1.4,-1.9,1.0,-4.1,-2.0,1.2,-6.5
CCc1nc2ccc(C(=O)N3CCN(C(=O)c4ccco4)CC3)cn2c1N(C)CCC(C)C,-3.4,-2.5,nt,0.7,-1.1,-1.8,-5.2,-3.7,-2.5,-1.0,2.3

# Quoted at random: two entries already listed.
SMILES,NR1D1 modulator,PLCg1 inh,DAX1 inh-1,DAX1 inh-2,ssDAF-12 act,hcDAF-12 act,hgDAF12 agonist,ADAM17 inh,PLC-beta3 inh,SMARCA2 activ,MBD2 DNA inh
CCCNC(=O)C1(C)CCN(C(=O)c2ccc(F)c(Cl)c2)C1 (centres undefined),-4.4,0.9,nt,-0.6,-1.4,-0.3,0.2,-3.0,-2.3,-1.6,-3.1
COc1ccc(-c2c(-c3cc(OC)cc(OC)c3)n(C)c3ccc(-c4ccc5c(c4)OCCO5)cc23)cc1,4.4,-4.4,-0.7,-0.1,-1.4,-1.9,1.0,-4.1,-2.0,1.2,-6.5

# This is a random part of the collection (roughly 7.4% active in at least one column).
